Screening data: PubChem, several laboratories
FLuc inh counter: Photinus pyralis luciferase inhibition counter-screen. P08659. ATPLite firefly luciferase biochemical luminescence, 10 min. inhibition, % at 10 µM. 200,000 compounds, 1.5% hits. AID 1006;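 active means inhibition above about 50% when tested at 10 µM, limit read from the data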
Target sequence (P08659 whole entry, looked up): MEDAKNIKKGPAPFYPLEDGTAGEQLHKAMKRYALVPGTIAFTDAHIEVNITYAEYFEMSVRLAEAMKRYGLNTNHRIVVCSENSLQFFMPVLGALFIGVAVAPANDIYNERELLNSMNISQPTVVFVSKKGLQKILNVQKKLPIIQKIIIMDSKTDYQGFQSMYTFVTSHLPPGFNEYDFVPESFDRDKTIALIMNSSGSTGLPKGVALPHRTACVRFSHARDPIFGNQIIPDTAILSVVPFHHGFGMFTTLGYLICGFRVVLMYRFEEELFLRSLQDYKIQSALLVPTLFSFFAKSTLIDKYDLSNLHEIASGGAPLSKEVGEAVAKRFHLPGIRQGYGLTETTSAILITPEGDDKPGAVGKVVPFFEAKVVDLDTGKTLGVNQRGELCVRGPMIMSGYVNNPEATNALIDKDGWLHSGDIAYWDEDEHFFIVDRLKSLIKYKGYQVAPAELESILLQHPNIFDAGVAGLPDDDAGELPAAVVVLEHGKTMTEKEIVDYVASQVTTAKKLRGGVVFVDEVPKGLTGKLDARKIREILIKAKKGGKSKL
APP 5'UTR act: activates APP 5'UTR luciferase reporter; SH-SY5Y APP 5'UTR luciferase reporter, luminescence; zero percent = DMSO vehicle wells; activation, % at 2 µM; 190,000 compounds, 1% hits;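 active means activation above a set limit, based on mean plus 3 SD of controls, cut at about 140% in these data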; further: values of inactives mirror those of a sister screen read the other way
PMI activator: increases human mannose-6-phosphate isomerase activity | P34949 | purified human PMI, coupled resazurin fluorescence, 20 min; stronger effect = higher value; 1 = vehicle control, 0 substrate-free wells | activation factor at 20 µM | 190,000 compounds, 0.005% hits;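 active means activation factor of 2 or more at 20 µM, relative to plate controls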
PMI act satM6P: PMI (human) activation, high substrate; 190,000 compounds, 0.34% hits; AID 1216; coupled PMI enzyme assay, resazurin fluorescence, 20 min; stronger effect = higher value; 1 = untreated enzyme, 0 = substrate-free blank; activation factor at 20 µM;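 active means activation factor of 2 or more at 20 µM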
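Material: human phosphomannose isomerase with PGI, G6PDH, diaphorase coupling enzymes; amount: PMI at 15 ng/mL final; also added: Mannose-6-phosphate 1.0 mM (near-saturating) plus 0.22 mM NADP+; incubation: enzyme reaction with compound 20 min at room temperature; signal: resorufin fluorescence (Ex 544/Em 590 nm) from resazurin via diaphorase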
bIAP activator: intestinal alkaline phosphatase (bovine) activation; purified bovine IAP, CDP-star luminescence, 30 min; stronger effect = higher value; fold of DMSO-control signal, blank-subtracted; AID 1016; 200,000 compounds, 0.17% hits; activation factor at 20 µM;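 active means activation factor of 2 or more at 20 µM, a signal rise over negative controls twice the positive control's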
TNAP inh noacc: TNAP (human) inhibition, acceptor-free conditions | purified TNAP, CDP-star luminescence, 30 min | 200,000 compounds, 0.26% hits | inhibition, % at 20 µM | AID 1012 | P05186;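 active means tissue-nonspecific alkaline phosphatase inhibition above about 50% at 20 µM in the single-dose screen, limit read from the data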;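 further: 0% = DMSO negative control and 100% = EDTA positive control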
Target sequence (P05186 whole entry, looked up): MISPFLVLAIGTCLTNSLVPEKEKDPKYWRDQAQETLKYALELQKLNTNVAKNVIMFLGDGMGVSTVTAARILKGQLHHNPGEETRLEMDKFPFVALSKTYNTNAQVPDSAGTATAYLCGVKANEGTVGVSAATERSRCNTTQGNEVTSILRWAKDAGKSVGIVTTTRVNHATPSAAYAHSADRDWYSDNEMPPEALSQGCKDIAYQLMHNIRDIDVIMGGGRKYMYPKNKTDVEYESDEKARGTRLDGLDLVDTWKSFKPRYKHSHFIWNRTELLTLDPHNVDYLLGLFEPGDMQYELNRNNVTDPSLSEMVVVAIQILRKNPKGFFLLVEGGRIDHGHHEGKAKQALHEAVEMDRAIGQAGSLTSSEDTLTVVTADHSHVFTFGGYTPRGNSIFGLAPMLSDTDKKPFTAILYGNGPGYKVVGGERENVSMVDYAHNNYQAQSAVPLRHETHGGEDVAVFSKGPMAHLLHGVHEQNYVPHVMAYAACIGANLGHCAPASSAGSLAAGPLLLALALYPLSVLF
TNAP act hiacc: increases human TNAP activity under high phosphate acceptor concentration; activation factor at 20 µM; 200,000 tested, under 10 active; purified TNAP, CDP-star luminescence, 1 M DEA, 30 min; stronger effect = higher value; 0 = EDTA background, 1 = DMSO-only activity; AID 1136;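 active means activation factor at least 2 at 20 µM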
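Test system – human TNAP · Doses – 20 µM single point · Incubation – 30 min, room temperature · Signal – luminescent substrate turnover signal · Read-out basis – activation factor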
TNAP inh hi DEA: blocks human TNAP under high phosphate acceptor concentration; purified TNAP, CDP-star luminescence, 1 M DEA; inhibition, % at 20 µM; 200,000 compounds, 0.03% hits;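 active means over 50% inhibition of tissue-nonspecific alkaline phosphatase at 20 µM in the single-dose screen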;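 further: plate controls were DMSO wells for no effect and EDTA-quenched wells as full inhibition for full effect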
NF-kB neuron act: NF-kB expression increase, human neuronal cells | NF-kB reporter expression; stronger effect = higher value | fold change at 12.5 µM | 190,000 compounds, 1.6% hits; in the data active means fold change above about 3.3
FLuc act counter: firefly luciferase counter-screen for stimulation assays; P08659; ATPlite luciferase biochemical, luminescence, 10 min; 0 = ATP-free wells, 1 = DMSO control; activation factor at 10 µM; 200,000 tested, under 10 active; AID 1027;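 active means luciferase activation factor, scaled between plate controls, of at least 2 with compound at 10 µM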
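Assay system: Luciferase/luciferin reagent mix; Medium: PBS as buffer for the ATP substrate; Dosing: test compounds dosed from 2 mM stocks in 100% DMSO; Times: 10 min, room temperature; Signal: luminescence from luciferase reaction; Read-out: luciferase activation; Controls: No-ATP low control, compound-free enzyme-plus-ATP high control.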
Numbers without * were called inactive; / = not tested or not shown.

Order of values – FLuc inh counter, APP 5'UTR act, PMI activator, PMI act satM6P, bIAP activator, TNAP inh noacc, TNAP act hiacc, TNAP inh hi DEA, NF-kB neuron act, FLuc act counter
S=C(Nc1ccc(Br)cc1)N1CCn2cccc2C1c1cccnc1 (stereo not given)
    -2, -1, 0.9, 0.9, 1, -10, 1, -4, 1, 1
O=C(Nc1ccccc1N1CCOCC1)c1cccc(F)c1
    -6, 3, 1.1, 1.1, 0.9, -14, 1, -4, 0.85, 1.1
COC(=O)c1ccc(OCCOc2ccc(C(=O)OC)cc2)cc1
    -1, -15, 1, 1, 0.9, -7, 1, -3, 0.94, 1
CN(c1ccccc1)S(=O)(=O)c1ccc(Cl)c(C(=O)Nc2nc3ccccc3[nH]2)c1
    -2, 9, 0.8, 1, 1, -92, 1, 1, 1.4, 1
NS(=O)(=O)c1ccc(CCNC(=O)CCC2COc3ccccc3O2)cc1 (stereo not given)
    -8, 5, 1, 0.9, 1, -13, 1, -1, 1.3, 1.1
CN(C)S(=O)(=O)c1ccc(C(=O)NCC(=O)N/N=C/c2ccccc2)cc1
    -1, 16, 1, 1.1, 1.1, -12, 1, -5, 0.9, 1
CCCCOc1ccc(C2OC34CCCCC3C(C#N)(C#N)C2(C#N)C(=N)O4)cc1 (stereo not given)
    -8, 2, 0.8, 0.9, 0.9, -5, 1, -3, 1.4, 1.1
COc1ccc(CCN2CN(S(=O)(=O)c3ccccc3)c3nc4ccccc4nc32)cc1OC
    -6, 15, 1, 0.9, 0.9, -12, 1, -4, 0.91, 1.1
Cc1ccc(-c2cc(-c3cccs3)[nH]n2)c(O)c1
    13, 119, 0.9, 0.9, 1.2, -39, 1, -2, 8.1*, 0.9
Cc1nn(-c2ccccc2)c(Cl)c1/C=N/NC(=O)C1COc2ccccc2O1 (stereo not given)
    7, -6, 0.9, 0.9, 0.9, -15, 1.1, -8, 0.6, 0.9

One compound at a time, from the list above. Values in the order: FLuc inh counter	APP 5'UTR act	PMI activator	PMI act satM6P	bIAP activator	TNAP inh noacc	TNAP act hiacc	TNAP inh hi DEA	NF-kB neuron act	FLuc act counter
`COc1ccc(CCN2CN(S(=O)(=O)c3ccccc3)c3nc4ccccc4nc32)cc1OC` is listed with -6	15	1	0.9	0.9	-12	1	-4	0.91	1.1
`CN(C)S(=O)(=O)c1ccc(C(=O)NCC(=O)N/N=C/c2ccccc2)cc1` is listed with -1	16	1	1.1	1.1	-12	1	-5	0.9	1
`COC(=O)c1ccc(OCCOc2ccc(C(=O)OC)cc2)cc1` is listed with -1	-15	1	1	0.9	-7	1	-3	0.94	1

Next part:
Order of values – FLuc inh counter, APP 5'UTR act, PMI activator, PMI act satM6P, bIAP activator, TNAP inh noacc, TNAP act hiacc, TNAP inh hi DEA, NF-kB neuron act, FLuc act counter
Cc1ccc(C)[n+](CC(=O)c2ccc(-c3ccccc3)cc2)c1
    -4, 1, 1.1, 1, 1, -2, 1, -1, 0.74, 1
CCCN(CCC)S(=O)(=O)c1ccc(Cl)c([N+](=O)[O-])c1
    -6, 2, 1, 1.1, 0.8, -3, 1.1, -8, 0.85, 1.1
Cc1nnc(-c2cnn(C)c2N)n1Cc1ccccc1
    1, -18, 0.9, 1, 0.9, -5, 1, -2, 1.2, 1
CC1=NN(c2ccccc2)C(=O)C1N=Nc1ccccc1 (stereo not given)
    11, 95, 1, 1, 0.7, 0, 0.9, 8, 1.1, 0.9
Cc1cc(=O)oc2cc(Oc3ccc([N+](=O)[O-])cc3[N+](=O)[O-])ccc12
    -4, -1, 1, 1.1, 1.1, -15, 1, 1, 1.1, 1
O=C(CC1CCCCC1)NCc1ccccn1
    -6, 8, 1, 1, 0.9, -11, 1, -3, 1.1, 1.1
CC(C)CNC(=O)c1cccc(NC(=O)Cc2ccc(Cl)cc2)c1
    3, 7, 1, 1, 0.9, -6, 1, 1, 0.81, 1
COC(=O)Cc1c(C)c2ccc(OC(=O)c3ccco3)cc2oc1=O
    8, -12, 1, 1.1, 0.8, -10, 1, -4, 0.75, 0.9
CSc1nc(N)nc(SCC(=O)OC(C)C)c1C#N
    -7, 39, 1, 1, 0.8, -4, 1.1, -7, 1.3, 1.1
O=S1(=O)Nc2c(ccc3cccnc23)-c2ccccc21
    -3, -60, 0.4, 0.3, 1.1, 23, 1, 1, 0.18, 1
Cn1c(=O)[nH]c(=O)c2c1nc(N1CCCCCC1)n2CC(=O)c1ccccc1
    -2, /, 1, 1, 1, 6, 1, -3, /, 1
CCn1c(Cc2ccccc2)nnc1SCC(=O)Nc1ccc(OC)cc1
    -2, 14, 0.9, 0.9, 1.1, -12, 1, -2, 0.96, 1
CCCOC(=O)c1c(NC(=O)C2CCCO2)sc(C(=O)OC)c1C (stereo not given)
    0, 6, 0.6, 1, 0.9, -7, 1, 0, 0.9, 1
Cc1ccsc1C(=O)Nc1ccc(C(=O)O)cc1
    -6, -5, 1.1, 1, 0.9, -15, 1, -1, 1.1, 1.1
Cc1ccc(S(=O)(=O)N(CC(=O)O)c2ccc(Cl)c(C(F)(F)F)c2)cc1
    -6, 7, 1.2, 1.1, 0.9, -9, 1, -5, 1.6, 1.1
Cc1ccc(NC(=S)NN(C)c2cc(C)nc(C)n2)cc1
    -4, 4, 1.1, 1.1, 1, -6, 1.1, -8, 1.3, 1
CC1=C(C#N)C(Nc2ccc(C)cn2)(C(F)(F)F)C(=O)N1 (stereo not given)
    -9, -7, 1, 1.1, 0.5, -14, 1.1, -6, 1.1, 1.1
O=C(CNC(=O)OCc1ccccc1)NC1CCCCCC1
    -9, 9, 1.1, 1, 1, -5, 1.1, -6, 1.1, 1.1
CCCCn1c(/C=N/Nc2nc3ccccc3[nH]2)nc2ccccc21
    8, -88, 0.9, 1, 0.9, -7, 0.9, 12, 0.77, 0.9
O=C(NCc1nc2ccccc2[nH]1)C1=C[C@@H](c2ccc(Br)cc2)C[C@@H](OCc2ccc(CO)cc2)O1
    -3, -8, 0.9, 1, 1.2, -16, 1.1, -9, 0.65, 1
COc1ccc(S(=O)(=O)Nc2ccc(NC(C)=O)cc2)cc1[N+](=O)[O-]
    -4, -23, 1, 1, 1, -4, 1, -1, 2.1, 1
CCOC(=O)c1cc2sc(C)cc2n1CC(=O)NCc1ccc(F)cc1
    -4, 20, 1, 1, 0.9, -8, 1, 0, 1.4, 1
COC(=O)CCCNC(=O)c1ccc(OC2CCN(CCc3ccccc3)CC2)cc1
    2, 5, 1, 1, 1.1, -8, 1, -4, 1.1, 1
CCN1CCCC1CNCC(O)COc1ccc(C(C)(C)C)cc1C (stereo not given)
    -6, 4, 1.1, 1.1, 1.2, 3, 1.1, -5, 1, 1.1
O=C(O)C1(P(=O)(c2ccc(Cl)cc2)c2ccc(Cl)cc2)CCCC1
    -7, 3, 1, 1, 1.1, -11, 1, -5, 0.76, 1.1
O=c1c2cc(N3CCOCC3)ccc2[nH]c(=S)n1CCN1CCCC1
    -1, 13, 0.9, 0.9, 1, -10, 1, -2, 1.3, 1
O=C(CN(C(=O)Cn1nnc(-c2ccc(F)cc2)n1)c1cnc2ccccc2c1)NCC1CCCO1 (stereo not given)
    -5, 33, 0.9, 0.9, 1.1, -6, 1.1, -7, 1.1, 1
O=C(Nc1cccc(-c2cc3ccccc3oc2=O)c1)c1ccc(Br)o1
    -6, 12, 1, 1, 1.4, 3, 1, 1, 1.1, 1.1
Cc1cc(/C=N/n2cnnc2)c(C)n1-c1ccc(OCc2ccc(F)cc2)cc1
    -6, 13, 0.9, 0.8, 0.9, -4, 1.1, -6, 0.41, 1.1
Cn1c(=O)[nH]c(=O)c2c1nc(N1CCCCCC1)n2CCSc1nc2ccccc2[nH]1
    4, -2, 1, 1.1, 1.1, 1, 0.9, 7, 1.1, 1
CC(C)C[C@H](NC(=O)c1nc[nH]c1C(=O)N1CCN(C(=O)OC(C)(C)C)CC1)C(=O)OCc1ccccc1
    -4, -1, 0.8, 0.9, 1.1, -2, 1, -3, 0.83, 1
CCOC(=O)c1sc(N(Cc2ccccc2)C(=O)COC(=O)c2ccccc2O)nc1C
    -5, 10, 0.9, 0.9, 1.2, -3, 1, -5, 1.1, 1.1
CC(=O)c1cc(-c2ccc(F)cc2)n(CCC(=O)Nc2cccnc2)c1C
    1, 12, 0.9, 0.8, 1.2, -6, 1, -1, 1.1, 1
Cc1cc(NC(=O)c2c(F)c(F)c(F)c(F)c2F)no1
    -5, -4, 0.9, 0.9, 0.9, -9, 1, -4, 2.1, 1.1
COc1ccc(C(=O)N2CCN(S(=O)(=O)c3ccc(C)cc3C)CC2)cc1OC
    -4, -3, 0.8, 0.9, 0.9, 0, 1, 3, 0.78, 1
O=[N+]([O-])c1nn(-c2ccc(Cl)cc2)n(O)c1=NCc1ccncc1
    -9, -11, 1.1, 1.1, 0.9, 2, 1, 1, 0.97, 1.1
CN1C2=CC=CC=CC2=[N+](C)C12C=CC(=[N+]([O-])[O-])C=C2[N+](=O)[O-] (stereo not given)
    6, 8, 1, 0.7, 0.8, 41, 0.6, 40, 1, 0.9
CCOC(=O)c1c(NC(C)=O)sc2c(OC)c(Br)ccc12
    -2, 2, 0.9, 1, 0.8, -2, 0.9, 6, 0.96, 1
COc1ccc(OC)c(/C=N/NC(=O)C(=O)N2CCCC2)c1
    -3, -10, 1, 1, 0.9, -6, 1, -2, 1.2, 1
CC(C)c1ccc(-c2csc(NC(=O)c3cccs3)c2C(=O)O)cc1
    8, 8, 1.1, 1.1, 0.9, -18, 1, -4, 1.4, 0.9
COc1ccc2c(c1)O[C@@H](c1cccc(C(F)(F)F)c1)[C@H](OC(=O)N[C@H]1CCCc3ccccc31)C2=O
    1, -15, 0.9, 0.5, 1.1, -3, 1, 2, 1, 1
CCN(CC)S(=O)(=O)c1ccc2oc(C(=O)N3CCCCCC3)c(C)c2c1
    -5, 37, 1, 1, 1, -1, 1, -4, 0.54, 1
COCCOc1ccc(C(F)(F)F)cc1NC(=O)c1ccc(C(F)(F)F)cc1
    -4, -11, 0.9, 1, 0.9, -7, 1, 0, 1.1, 1
Nc1cccc2c1nnn2C1OC(CO)C(O)C(O)C1O (stereo not given)
    -5, -7, 0.9, 0.8, 0.9, -9, 1.1, -8, 1.3, 1.1
COc1ccc(-c2cc(C(=O)NCCc3ccccc3)no2)cc1OC
    2, 2, 0.9, 1, 0.9, -6, 1, -2, 1.4, 1
CC1(C)CC2CC(C)(CN2C(=O)c2ccc([N+](=O)[O-])cc2)C1 (stereo not given)
    -10, 6, 0.9, 0.9, 1, -7, 1, -5, 0.99, 1.1
COCCCNC(=O)CN1C(=O)/C(=C/c2ccccc2C)Sc2ccccc21
    -3, 19, 1, 0.9, 1, -3, 1, -1, 0.79, 1
O=C(O)CS(=O)(=O)c1ccc(Oc2ccc(S(=O)(=O)CC(=O)O)cc2)cc1
    -5, -3, 0.9, 1, 1, -19, 1.1, -8, /, 1.1
Cc1ccc(NC(=O)C(=O)NCc2ccc(/C=C(/C#N)C(=O)NCc3cccnc3)o2)cc1C
    -3, 18, 0.9, 0.9, 1.1, -2, 1, 3, 0.6, 1
CCCCCC1CCC(c2ccc(C(N)=O)cc2)CC1 (stereo not given)
    -6, -4, 1, 1.1, 0.7, -13, 1, -2, 1, 1.1
CCN(CC)c1ccc(/C=N/NC(=O)c2ccc(Br)o2)cc1
    50, 96, 1, 1, 0.6, 3, 1, 1, 4.3*, 0.5
O=C(NCc1ccccc1)c1cccc(COc2ccc(Cl)cc2)c1
    1, 77, 0.9, 0.9, 0.9, -5, 1, -2, 2, 1
